Gal4-VP16 FLuc: counter-screen for ROR gamma inhibitors: Gal4-VP16 reporter; Drosophila S2 Gal4-VP16 UAS-luciferase, luminescence, 20 h; Potency, µM (titrated, usually from 53.6 µM), inactives show at the top dose activity, negative = inhibition, usual class: inhibitors; hit rate 3.5% among 310,000;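 also: Gal4-VP16 expression switched on by copper sulfate through the metallothionein promoter; % is scaled to controls: 0 for no effect and ±100 for the full control effect; nearly all actives have a fitted effect of over 50% in size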
RORgamma inh: blocks mouse ROR gamma transcriptional activity; P51450; Drosophila S2 Gal4-RORgamma UAS-luciferase reporter, 20 h; Potency, µM (highest dose often 53.6 µM), for inactives: top-dose activity change, negative = inhibition, hits mostly inhibitors; hit rate 5.4% among 310,000; also: % is scaled to controls: 0 for no effect and ±100 for the full control effect; nearly all actives have a fitted effect of over 60% in size
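Luciferase reporter read in Schneider cells carrying Gal4-RORγ (mouse) and UAS-Photinus luciferase; cells given compound 1 h before 700 uM copper sulfate induction, then incubated 20 h at ambient temperature.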
MBNL1-CUG inh: blocks human MBNL1 binding to CUG repeat RNA; Q9NR56; TR-FRET MBNL1-His/biotin-(CUG)12 binding, 665/545 ratio; Potency, µM (top dose mostly 57.5 µM), inactives show at the top dose activity change, negative = inhibition, usual class: inhibitors; hit rate 0.036% among 280,000; AID 2675; active = well fitted inhibition curve with a large enough effect in the signal ratio, with a control signal flat, not every such curve was filed as active; inconclusive = small, poorly fitted or top-dose-only effect, or effect the other way, or a change in a side signal; inactive = no such curve, though single readings can be large or run the other way; the % refers to the signal ratio; also: % is scaled to controls: 0 for no effect and ±100 for the full control effect
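TR-FRET between His-tagged MBNL1 and biotin-(CUG)12 RNA, detected with Tb anti-His antibody (0.055 ng/ul) and streptavidin-XL665 (5 nM), 60 min at room temperature. Compounds titrated 92 nM to 58 uM; 665/545 nm ratio normalized to buffer and complex controls.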
CXXC DNA block: inhibitors of human MLL CXXC domain-DNA interaction. Potency, µM (series often up to 115 µM), for inactives: at the highest dose activity change, negative = inhibition, usual class: inhibitors. Q03164. MLL-CXXC / FITC-HOXA9 DNA fluorescence polarization. hit rate 0.037% among 290,000; active = well fitted inhibition curve with a large enough effect in the polarisation, with a control signal flat, not every such curve was filed as active; inconclusive = small, poorly fitted or top-dose-only effect, or effect the other way, or a change in a side signal; inactive = no such curve, though single readings can be large or run the other way; the % refers to the polarisation
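Fluorescence polarization: 7 uM MLL-CXXC (stock) preincubated 5 min with compounds, then 50 nM fluorescein-HOX-A9 DNA (stock) added; 30 min ambient. Buffer 50 mM Tris-HCl pH 7.5, 50 mM NaCl, 1 mM DTT, 0.05% BSA.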
uPA surface inh: cell surface uPA generation inhibition; cell surface uPA generation assay, qHTS; AID 540303; Potency, µM (doses to about 38.3 µM), without a hit: at the highest dose activity change, negative = inhibition, hits mostly inhibitors; hit rate 0.31% among 330,000; active = well fitted inhibition curve with a large enough effect; inconclusive = small, poorly fitted or top-dose-only effect; inactive = no such curve, though single readings can be large or run the other way; tested in mouse RAW 264.7 cells; also: % is scaled to controls: 0 for no effect and ±100 for the full control effect; nearly all actives have a fitted effect of over 55% in size
Rab9 prom act: Rab9 promoter activation | AID 485297 | hit rate 2.8% among 320,000 | Potency, µM (top dose mostly 9.22 µM), inactives show at the top dose activation, negative = inhibition, hits mostly activators | Huh7 Rab9 promoter-luciferase reporter, luminescence, 24 h; also: % of control where 0% means no effect; nearly all actives have a fitted effect of over 60% in size
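Luciferase signal after 10 min detection reagent at ambient indicates Rab9 promoter upregulation; stably transfected Huh7 cells were treated 24 h with compound in DMSO at 37 °C, 5% CO2.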
FLuc modulator: firefly luciferase modulation, counter-screen for miR-21 project. purified FLuc, Km substrates, luminescence inhibition. P08659. Potency, µM (titrated, usually from 57.5 µM), inactives show at the highest dose activity change, negative = inhibition, most hits filed as inhibitors. hit rate 6.9% among 360,000;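 also: plate controls were vehicle for no effect and reference inhibitor for full effect; nearly all actives have a fitted effect of over 55% in size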
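Purified P. pyralis luciferase (10nM final) with 10uM D-luciferin and 10uM ATP (Km levels) in 50mM Tris acetate pH 7.5, 10mM Mg acetate, 0.01% Tween-20, 0.05% BSA; qHTS 6-point titration, ~60 µM downward; luminescence read.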
BRCA1 expr act: BRCA1 expression activation; hit rate 1.1% among 380,000; AID 624202; Potency, µM (doses to about 46.1 µM), without a hit: at the highest dose activation, usual class: activators; MCF7-BRCA1-FFLuc reporter, luminescence, 48 h; response scale: scaled: vehicle 0%, 10 µM genistein 100%; also: nearly all actives have a fitted effect of over 80% in size; some results filed as inactive show a strong effect at the top dose
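Luminescence from a BRCA1-driven firefly luciferase in MCF7 cells was read after 48 h compound exposure at 37 C. Data normalized against DMSO and a 10microM genistein activation control, then curve-fitted across the titration.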
ELG1 genotox: inducers of genotoxicity in HEK293T ELG1-luciferase cells; Potency, µM (titrated, usually from 46 µM), for the others: top-dose activity change, positive = activation, usual class: activators; hit rate 1.3% among 330,000; AID 504466; HEK293T ELG1-luciferase reporter, luminescence, 16 h; also: % of control where 0% means no effect; nearly all actives have a fitted effect of over 60% in size
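Screening used a luciferase reporter fused to human ELG1 in HEK293T cells. Luminescence was read on a CCD plate imager after 16 hr exposure and 30 min ONE-Glo incubation.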
p53 reactivator: re-activators of mutant p53; H1299 p53-A138V BP100-luciferase reporter, luminescence, 24 h; Potency, µM (titrated, usually from 92.2 µM), inactives show at the highest dose activity change, positive = activation, most hits filed as activators; hit rate 0.063% among 320,000; AID 504706; also: % of control where 0% means no effect; nearly all actives have a fitted effect of over 45% in size
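H1299 (p53-null), stable ts p53-A138V + BP100-Luc; 1000 cells/well, Opti-MEM/10% FBS; cpd 4 pt, 1:5; 24 h, 37 deg C, 5% CO2; detection reagent 10 min RT; luminescence.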
NPC1 promoter act: activators of NPC1 promoter. Huh7 NPC1 promoter luciferase reporter, 24 h. Potency, µM (highest dose often 9.22 µM), for the others: top-dose activation, hits mostly activators. hit rate 2.4% among 320,000. AID 485313;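 also: % of control where 0% means no effect; nearly all actives have a fitted effect of over 60% in size; reporter is driven by a mutant NPC1 promoter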
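Huh7 reporter cells (NPC1 promoter driving luciferase) are dosed with compound for 24 h at 37 °C, 5% CO2; luciferase detection reagent is then added and luminescence measured after 10 min at ambient temperature.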
* marks the source's active call; other numbers are inactive results; ? = inconclusive; . = not tested or not shown; [ ] = remark or other dose. Unless noted, calls follow the shape of the dose curve; as a rule, active = well fitted curve in the direction sought with a large enough effect; inconclusive = small, poorly fitted or top-dose-only effect, or another doubt; inactive = no such curve, though single readings can be large; an effect the other way counts as inactive or inconclusive. Potency is read from the fitted curve at half-maximal effect. The list is partial; rates above refer to the full screens.

SMILES | Gal4-VP16 FLuc | RORgamma inh | MBNL1-CUG inh | CXXC DNA block | uPA surface inh | Rab9 prom act | FLuc modulator | BRCA1 expr act | ELG1 genotox | p53 reactivator | NPC1 promoter act
CN(C(=O)c1coc(=O)c2ccccc12)c1ccc(Br)cc1 | -3% | -14% | -11% | 3% | -3% | 9% | -1% | 1% | -7% | -1% | 4%
CN1Cc2cc(C(=O)c3cc(Cl)cc(CSc4ncccn4)c3O)cnc2NC1=O | -9% | 21% | 30% | 14% | . | -11% | 1% | . | -4% | 0% | -15%
Cc1cccc(Oc2nc(CN3CCOCC3)nc3sc4c(c23)CCCC4)c1 | ? | 11µM* | . | -8% | 14% | -2% | 4% | -19% | -5% | -13% | -4%
CCCCC(=O)Nc1ncc([N+](=O)[O-])s1 | ? | ? | ? | 0% | 2% | 11% | -6% | 29% | -8% | 10% | -4%
COC(=O)CCn1nnc(-c2ccc(C)cc2)n1 | -7%[0.365 µM] | -37% | -3% | -4% | . | 3% | 17µM* | -5% | ? | 8% | -2%
COc1cccc(CNCC(O)COc2ccc(C(=O)c3ccccc3)cc2)c1 (stereo not drawn) | -27% | 12% | 2% | 4% | -5% | 5% | 2% | -30% | -15% | 2% | 0%
Nc1ccc(Cc2ccccn2)cc1 | 3% | 3% | 1% | -1% | 4% | 8% | -2% | 2% | 0% | 0% | -2%
COC(=O)c1ccccc1S(=O)(=O)N1CCC(C(=O)OCc2ccc([N+](=O)[O-])cc2)CC1 | . | . | . | . | -1% | 0% | 1% | -5% | -2% | 0% | -3%
Cc1ccc(C(=O)OCC(=O)c2c[nH]c3ccccc23)cc1 | 13% | 2% | 1% | 11% | -1% | ? | ? | 71% | ? | ? | ?
Cc1ccc(S(=O)(=O)NNC(=O)c2ccncc2)cc1 | -4% | 13% | -15% | 0% | 6% | 2% | -2% | -3% | 1% | -4% | -1%
Nn1cnnc1N/N=C/c1cc([N+](=O)[O-])c(Cl)cc1Cl | ? | 11µM* | ? | 55%[activator] | -3% | 9% | 0% | -46% | 1% | 4% | -1%
c1ccc2c3c([nH]c2c1)C1(CCCCC1)NCC3 | 5% | 2% | 3% | 0% | -14% | 1% | -1% | 0% | 9% | -6% | -9%
O=C(Cn1nc2ccccc2n1)N/N=C/c1cc(Cl)cc([N+](=O)[O-])c1O | 14µM* | 1.8µM* | 10% | -14% | -1% | -3% | ? | -24% | 6% | -1% | -1%
CCC(Sc1ncccn1)C(=O)Nc1cc(C)on1 (stereo not drawn) | -10% | 18% | 7% | 6% | 3% | 2% | 3% | -12% | -1% | -7% | 0%
O=C(CSc1ccccc1)Nc1ccccc1C(=O)N1CCCC1 | -11% | 17% | -6% | 7% | ? | 18% | 5% | 57% | 1% | -2% | 5%
COc1ccccc1NC(=O)Nc1nc(CC(=O)Nc2ccc(F)cc2)cs1 | . | . | . | . | -11% | -3% | -10% | -16% | -4% | 7% | -4%
CC(C)c1ccc(C2NC(=S)NC3=C2C(=O)CCC3)cc1 (stereo not drawn) | 1% | ? | 10% | 17% | 3% | -6% | 11% | -26% | 1% | -7% | -1%
CCCn1c2ccccc2c2cn[nH]c(=O)c21 | -4% | 2% | 2% | -10% | 10% | -1% | 0% | -2% | -7% | -2% | 0%
O=C(Nc1nc(-c2ccc(Cl)cc2)cs1)c1cccnc1 | 10% | 1% | 38%[activator] | 30% | 4% | -9% | 1% | -19% | -1% | 0% | 1%
COCCN(Cc1cc2cc3c(cc2n2nnnc12)OCO3)C(=O)c1ccccc1F | -8% | 2% | -8% | -5% | . | -2% | -2% | 3% | 3% | 14% | 0%

For reference, four of the compounds above.
SMILES | Gal4-VP16 FLuc | RORgamma inh | MBNL1-CUG inh | CXXC DNA block | uPA surface inh | Rab9 prom act | FLuc modulator | BRCA1 expr act | ELG1 genotox | p53 reactivator | NPC1 promoter act
CN(C(=O)c1coc(=O)c2ccccc12)c1ccc(Br)cc1 | -3% | -14% | -11% | 3% | -3% | 9% | -1% | 1% | -7% | -1% | 4%
CN1Cc2cc(C(=O)c3cc(Cl)cc(CSc4ncccn4)c3O)cnc2NC1=O | -9% | 21% | 30% | 14% | . | -11% | 1% | . | -4% | 0% | -15%
Cc1cccc(Oc2nc(CN3CCOCC3)nc3sc4c(c23)CCCC4)c1 | ? | 11µM* | . | -8% | 14% | -2% | 4% | -19% | -5% | -13% | -4%
CCCCC(=O)Nc1ncc([N+](=O)[O-])s1 | ? | ? | ? | 0% | 2% | 11% | -6% | 29% | -8% | 10% | -4%

Further records.
SMILES | Gal4-VP16 FLuc | RORgamma inh | MBNL1-CUG inh | CXXC DNA block | uPA surface inh | Rab9 prom act | FLuc modulator | BRCA1 expr act | ELG1 genotox | p53 reactivator | NPC1 promoter act
Cc1nnc(SCC(=O)Nc2sc3c(c2C(N)=O)CCC(C)C3)[nH]c1=O (stereo not drawn) | . | . | . | . | 17% | 2% | ? | 2% | -2% | -2% | -1%
Nc1nc2ccccc2cc1-c1cccs1 | 8% | 28% | ? | 6% | ? | ? | 11µM* | 3.2µM* | ? | ? | 4.5µM*
COC(=O)c1sccc1NC(=O)c1ccc(OC)c(OC)c1 | 6% | 21% | 3% | -7% | -7% | -3% | -2% | -53% | 1% | -3% | -2%
Cc1ccc(CN2CCN(/N=C/c3ccc(Cl)c([N+](=O)[O-])c3)CC2)cc1 | 14% | 13% | 2% | 1% | 1% | -2% | -2% | -2% | -7% | 2% | -2%
CC(C)(C)C(=O)Nc1cccc(-c2ncon2)c1 | 3% | 19% | -2% | -7% | 0% | -2% | 0% | 5% | -1% | 3% | -1%
Cc1ccccc1Nc1c([N+](=O)[O-])ccc2nonc12 | 0% | -13% | ? | -11% | -6% | -6% | 0% | -10% | 8% | -5% | -2%
Cc1ccc2c(c1)C(c1ccccc1)N(C(=O)c1c(F)cccc1Cl)CC(=O)N2 (stereo not drawn) | 5% | 43% | -10% | 1% | ? | -5% | -1% | 5% | -9% | -7% | 2%
COc1cc(C)nn1-c1ccc(Cl)cc1 | 10% | 3% | 0% | -2% | -3% | 0% | -6% | -6% | 3% | 1% | -2%
O=C(COC(=O)C1CCN(c2ccc(C(F)(F)F)cn2)CC1)NCc1ccc(Cl)cc1Cl | . | . | . | . | -1% | 1% | 1% | 0% | -2% | 5% | -1%
O=C(CN(Cc1cccs1)C(=O)CN1C(=O)COc2ccccc21)NCc1ccco1 | 1% | 7% | -9% | 1% | . | 2% | -2% | -2% | 5% | 2% | 2%
N=c1c(S(=O)(=O)c2ccccc2)cc2c(=O)n3ccccc3nc2n1C1CCCC1 | -11% | ? | 12% | 30%[activator] | -5% | 1% | 3% | -11% | 4% | -3% | -5%
CCc1[nH]c(C(=O)O)c(C)c1C(=O)OC | -9% | 6% | -27% | -7% | 1% | 1% | -3% | 0% | -1% | 0% | 1%
O=C(COc1ccc2c(C(F)(F)F)cc(=O)oc2c1)Nc1ccc(N2CCOCC2)cc1 | 0% | 71% | -5% | 7% | -23% | -5% | -2% | -1% | -1% | -7% | -2%
CC(=O)Nc1ccc(NC(=O)C(C)OC(=O)CCC2CCCCC2)cc1 (stereo not drawn) | -2% | 11% | -5% | 11% | 5% | -3% | 1% | -17% | -3% | -1% | 3%
N#CC1(NC(=O)COC(=O)c2cc([N+](=O)[O-])ccc2N2CCOCC2)CCCCC1 | . | . | . | . | -1% | -5% | 1% | -16% | 2% | -8% | 0%
COc1ccc(CNc2nc3nc(C)cc(C)n3n2)cc1OC | -7% | 4% | 4% | -3% | 10% | -11% | 0% | 15% | 5% | 4% | -1%
O=C(Nc1ccc(S(=O)(=O)NC2=NCCCCC2)cc1)c1ccc(=O)[nH]c1 | -3% | 7% | -3% | -1% | -17% | 19% | 4% | -10% | 2% | -2% | -2%
COC(=O)c1cccc(N2CCCC2=O)c1 | -1% | 10% | -5% | -8% | -4% | -1% | 3% | 20% | 0% | 0% | 0%
CCc1ccc2c(c1)cc(CN(C(=S)Nc1ccccc1Cl)C1CC1)c1nnnn12 | -16% | -4% | -1% | 25% | -3% | -4% | 3% | 1% | 4% | 5% | -1%

Marked active in NPC1 promoter act, of those listed so far:
Compound	RORgamma inh	CXXC DNA block	uPA surface inh	Rab9 prom act	p53 reactivator	NPC1 promoter act
Nc1nc2ccccc2cc1-c1cccs1	28%	6%	?	?	?	4.5µM*

High-throughput results as filed in PubChem BioAssay.
